Tb PGK inh = blocks T. brucei phosphoglycerate kinase | Potency, µM (series often up to 57.5 µM), for the others: top-dose activity change, negative = inhibition, hits mostly inhibitors | actives 0.043% (n = 380,000) | PGK/GAPDH coupled, Kinase-Glo luminescence, 60 min | P07378; note: potency is the fitted concentration of half-maximal effect; % is set by controls: 0 for no effect and ±100 for the full control effect; nearly all actives have a fitted effect of over 60% in size
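Recombinant glycosomal PGK reaction used 1,3-bisphosphoglycerate generated in-well by GAPDH (100nM final) in 100mM TEA pH 7.6, 5mM MgCl2, 0.01% Tween-20. After 60 minutes at room temperature, ATP was read by Kinase-Glo Plus luminescence end-point.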
Apoferritin bind = candidate novel general anesthetic via apoferritin binding | apoferritin/1-aminoanthracene competitive binding, fluorescence | Potency, µM (titrated, usually from 77.5 µM), for inactives: top-dose activity change, negative = displacement, actives largely listed as inhibitors | actives 0.074% (n = 350,000) | AID 485281; note: potency is the fitted concentration of half-maximal effect; % is set by controls: 0 for no effect and ±100 for the full control effect; nearly all actives have a fitted effect of over 20% in size
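10 uM apoferritin + 50% sat. 1-AMA, PBS; cpd 10 min RT; Ex380/Em535 endpoint; normalized to free probe vs complex; 4-param Hill fit; propofol titration as pos. ctrl.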
POLH inh = inhibitors of human DNA polymerase eta. Potency, µM (top dose mostly 114 µM), for the others: top-dose activity change, negative = inhibition, hits mostly inhibitors. Q9Y253. actives 1.2% (n = 390,000). recombinant Pol eta, fluorescent DNA replication assay; note: potency is the fitted concentration of half-maximal effect; % is set by controls: 0 for no effect and ±100 for the full control effect
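Fluorescent replication assay: 50 nM final substrate added after a 15 min room-temperature compound preincubation with 10 nM enzyme. Signal taken at 0 min and again at 10 min.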
Pol beta inh = inhibitors of human DNA polymerase beta; Pol beta primer extension/strand displacement, fluorescence kinetic; Potency, µM (series often up to 114 µM), inactives show top-dose activity change, negative = inhibition, usual class: inhibitors; actives 1.3% (n = 340,000); AID 485314; note: potency is the fitted concentration of half-maximal effect; % is set by controls: 0 for no effect and ±100 for the full control effect
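Enzyme-only controls used 10 nM Pol beta; buffer lacking enzyme served as negative control. Compound preincubated 15 min, then 50 nM substrate added; 0 and 10 min reads at room temperature.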
Pol iota inh = blocks human DNA polymerase iota activity; Q9UNA4; Pol iota fluorescent replication assay, 10 min; Potency, µM (highest dose often 115 µM), for the others: at the top dose activity, negative = inhibition, hits mostly inhibitors; actives 1% (n = 390,000); note: potency is the fitted concentration of half-maximal effect
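Fluorescent replication assay read twice, at 0 min and 10 min after adding 50 nM (final) substrate. Enzyme (10 nM) and compounds were first incubated 15 min at room temperature; enzyme-free buffer wells were negative controls.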
POLK inh = blocks human DNA polymerase kappa activity; actives 0.53% (n = 400,000); Potency, µM (top dose mostly 107 µM), without a hit: at the highest dose activity, negative = inhibition, most hits filed as inhibitors; Q9UBT6; AID 588579; purified Pol kappa, fluorescent DNA synthesis assay, 10 min; note: potency is the fitted concentration of half-maximal effect; % is set by controls: 0 for no effect and ±100 for the full control effect
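Activity was followed as the change in fluorescence between reads at 0 and 10 min after starting the reaction with 50 nM substrate. Beforehand, 10 nM polymerase had been preincubated with compound for 15 min at room temperature.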
RXFP1 antagonist = blocks the human relaxin receptor RXFP1; Q9HBX9; HEK293-RXFP1, relaxin-stimulated cAMP HTRF, 30 min; stronger effect = lower value; activity change, negative = inhibition, % at 57.5 µM; actives 0.59% (n = 350,000);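 active = activity change of -60% or lower, but not beyond a set lower limit; inconclusive = change between -60% and -40%, or beyond the set limit; inactive = change above -40%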; note: % is set by controls: 0 for no effect and ±100 for the full control effect
APEX1 inh = inhibitors of human APE1 endonuclease. P27695. recombinant APE1, TAMRA/BHQ-2 abasic DNA cleavage fluorescence. Potency, µM (top dose mostly 65.8 µM), without a hit: top-dose activity change, negative = inhibition, most hits filed as inhibitors. actives 0.35% (n = 350,000);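 note: potency is the fitted concentration of half-maximal effect; plate controls were vehicle for no effect and reference inhibitor for full effect; nearly all actives have a fitted effect of over 55% in size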
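Quantitative HTS: incision of a TAMRA/BHQ-2 double-stranded substrate bearing a tetrahydrofuran abasic site by 0.75 nM APE1 raises fluorescence. Substrate 50 nM final, added after 15 min compound preincubation at room temperature; progress as third-minus-first kinetic read difference.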
BLM helicase inh = blocks DNA unwinding by human BLM helicase | P54132 | recombinant BLM DNA unwinding, fluorescence dequenching | Potency, µM (series often up to 56.1 µM), for inactives: at the highest dose activity change, negative = inhibition, usual class: inhibitors | actives 0.2% (n = 350,000) | AID 2528;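 note: potency is the fitted concentration of half-maximal effect; plate controls were vehicle for no effect and no enzyme for full effect; nearly all actives have a fitted effect of over 35% in size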
Target sequence (P54132 whole entry, looked up): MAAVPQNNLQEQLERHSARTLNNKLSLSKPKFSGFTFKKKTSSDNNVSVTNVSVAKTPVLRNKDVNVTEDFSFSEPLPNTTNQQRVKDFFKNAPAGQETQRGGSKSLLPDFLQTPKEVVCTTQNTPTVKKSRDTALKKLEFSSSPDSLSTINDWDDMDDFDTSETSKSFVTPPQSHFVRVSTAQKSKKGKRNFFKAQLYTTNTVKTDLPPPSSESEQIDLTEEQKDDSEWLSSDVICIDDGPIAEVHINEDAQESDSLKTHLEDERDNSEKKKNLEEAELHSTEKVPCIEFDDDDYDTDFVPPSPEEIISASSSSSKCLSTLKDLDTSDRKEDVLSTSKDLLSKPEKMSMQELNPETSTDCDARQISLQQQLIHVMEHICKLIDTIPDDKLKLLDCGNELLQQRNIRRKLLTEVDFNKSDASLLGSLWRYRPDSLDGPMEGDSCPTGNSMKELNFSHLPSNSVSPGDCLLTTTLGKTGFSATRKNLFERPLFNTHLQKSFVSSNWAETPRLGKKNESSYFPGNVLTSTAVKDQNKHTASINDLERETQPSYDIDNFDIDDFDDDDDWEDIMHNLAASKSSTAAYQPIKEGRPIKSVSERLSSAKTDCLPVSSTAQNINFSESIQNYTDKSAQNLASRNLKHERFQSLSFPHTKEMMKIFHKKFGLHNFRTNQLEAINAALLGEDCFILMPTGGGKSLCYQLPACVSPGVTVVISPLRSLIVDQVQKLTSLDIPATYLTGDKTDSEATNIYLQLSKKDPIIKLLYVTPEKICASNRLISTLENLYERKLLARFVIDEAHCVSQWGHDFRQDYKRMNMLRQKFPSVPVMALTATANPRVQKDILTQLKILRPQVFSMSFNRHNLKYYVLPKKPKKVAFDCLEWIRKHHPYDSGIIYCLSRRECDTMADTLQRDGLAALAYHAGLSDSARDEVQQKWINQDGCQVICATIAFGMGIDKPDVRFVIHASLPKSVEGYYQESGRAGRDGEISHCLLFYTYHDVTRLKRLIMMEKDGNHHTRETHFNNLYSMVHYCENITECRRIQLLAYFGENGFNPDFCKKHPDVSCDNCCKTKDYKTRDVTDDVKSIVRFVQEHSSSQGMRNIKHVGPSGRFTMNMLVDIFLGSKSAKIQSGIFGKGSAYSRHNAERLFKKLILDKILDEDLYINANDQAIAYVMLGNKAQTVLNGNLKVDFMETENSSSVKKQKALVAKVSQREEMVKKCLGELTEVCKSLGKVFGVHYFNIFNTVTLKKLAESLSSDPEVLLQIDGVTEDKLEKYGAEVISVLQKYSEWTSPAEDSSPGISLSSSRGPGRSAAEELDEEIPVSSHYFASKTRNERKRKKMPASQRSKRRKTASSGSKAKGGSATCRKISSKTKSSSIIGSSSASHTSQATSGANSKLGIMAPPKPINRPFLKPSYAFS
* marks the source's active call; other numbers are inactive results; i = inactive; ? = inconclusive; · = not tested or not shown; & = joins results of further samples; [ ] = dose if it differs, or a comment. Unless noted, calls come from the whole dose curve; as a rule, active = well fitted curve in the direction sought with a large enough effect; inconclusive = small, poorly fitted or top-dose-only effect, or another doubt; inactive = no such curve, though single readings can be large; an effect the other way counts as inactive or inconclusive. Some of the compounds tested (hit frequency here may not be typical).

SMILES	Tb PGK inh	Apoferritin bind	POLH inh	Pol beta inh	Pol iota inh	POLK inh	RXFP1 antagonist	APEX1 inh	BLM helicase inh
COc1ccc(C2=NN(C3=NN=C(N)Cc4ncnn43)C(O)(C(F)(F)F)C2)cc1 (stereo not given)	-5%	-6%	3%	9%	-8%	-2%	-1	15%	1%
CC(=O)Nc1ccc(S(=O)(=O)N2CCN(S(=O)(=O)N3CCCCC3)CC2)cc1	-1%	-2%	-10%	2%	2%	-9%	-3	-11%	0%
Cc1nc2ccccn2c1C(=O)Nc1ccc2c(c1)OCCO2	i	-11%	-15%	-22%	0%	-3%	-5	4%	0%
CCOC(=O)C1CCN(C(c2cc3c(C)ccc(C)c3[nH]c2=O)c2nnnn2C2CCCCC2)CC1 (stereo not given)	i	?	-19%	13%	11%	-8%	-5	-1%	-8%
Cc1ccc(N2CC(C(=O)Nc3cc(C)ccc3F)CC2=O)cc1 (stereo not given)	4%	8%	-8%	-16%	17%	1%	-4	0%	-7%
CC1=C(C(=O)Nc2ccccc2)C(c2ccncc2)C(C#N)=C(SCC(=O)NC(C)C)N1 (stereo not given)	-1%	4%	-18%	-26%	29%	-8%	-14	4%	1%
O=C(O)C1C2C=CC(C3CC23)C1C(=O)NCCc1ccccc1 (stereo not given)	-1%	-10%	-13%	0%	-5%	2%	-10	-2%	-1%
CCC(NC(=O)CCc1c(C)c2cc3c4c(oc3cc2oc1=O)CCCC4)C(=O)O (stereo not given)	0%	5%	6%	19%	-1%	10%	3	11%	2%
CSc1ccccc1C(=O)NCCCn1ccnc1	8%	37%[activator]	-20%	-14%	16%	1%	0	10%	-4%
O=C(O)CCCCCN1C(=O)C(=O)/C(=C(/O)c2ccccc2)C1c1ccccc1 (stereo not given)	-5%	-10%	0%	9%	16%	-1%	7	-8%	-6%
CCOc1cc(N2CCOCC2)c(OCC)cc1NC(=O)c1oc2ccccc2c1C	-2%	-7%	-14%	51%	23%	1%	4	-4%	-2%
Fc1ccc(-c2cn3cc(Cc4ccccc4)sc3n2)cc1	-11%	3%	-28%	-29%	-11%	1%	-10	·	-2%
O=c1cc(-c2cccc(F)c2)[nH]c2cc(Cl)ccc12	·	-10%[163 µM]	·	·	·	-8%	·	-4%[120 µM]	-4%[120 µM]
O=[N+]([O-])c1ccc(/C([O-])=C(/C(=S)Nc2ccccc2F)[n+]2ccccc2)cc1	-2%	-8%	-6%	1%	44%[activator]	-3%	-11	-4%	1%
O=C(CCCN1C(=O)CCC1=O)Nc1ccccc1F	-5%	-7%	3%	-23%	?	-15%	7	3%	-14%
CCN(CC(=O)NCCCN1CCOCC1)S(=O)(=O)c1ccc(F)cc1	-5%	7%	-7%	22%	111%[activator]	-10%	-5	3%	0%
CCc1cc(C(=O)Nc2ccccc2)cs1	-1%	-2%	-5%	3%	3%[58.9 µM]	-1%	13	-3%	1%
COc1ccc(/C=C(/NC(=O)c2ccccc2)C(=O)NCC2CCCO2)cc1 (stereo not given)	-2%	2%	-19%	36%	48%[activator]	-1%	-5	-8%	-1%
COc1ccc(-c2nnc3sc(COc4ccc(C)cc4)nn23)cc1	i	-5%	-10%	1%	-8%	-1%	-8	0%	0%
CCOC(=O)c1c(NC(=O)CC2SC(N)=NC2=O)sc(C)c1C (stereo not given)	-7%	-15%	-10%	6%	?	-9%	-8	0%	3%
O=C(Nc1ccc2c(c1)OCO2)c1c(F)cccc1F	-3%	3%	-1%	2%	6%	-14%	17	-34%	-7%
CCCCCCn1c(=O)[nH]c2nc3cc(N)ccc3nc2c1=O	0%	71%[activator]	-23%	10µM*	27%	-16%	-2	3%	-18%
O=C(c1ccco1)N1N=C(c2ccco2)CC1c1ccc(Cl)cc1Cl (stereo not given)	-4%	·	-1%	·	13%	13%	-14	-12%	·
COc1ccc(-n2c3c(cc(C(=O)N4CCC(C)CC4)c2=O)C(=O)CC(C)(C)C3)cc1	-5%	2%	-29%	1%	29%	18%	-12	-4%	8%
COc1cc(-c2noc(C)c2/C=C/c2ccc(N)cc2)cc(OC)c1OC	-12%	-17%	-10%	9%	11%&-23%	6%&-10%	·	0%	-3%

Carrying on.
SMILES	Tb PGK inh	Apoferritin bind	POLH inh	Pol beta inh	Pol iota inh	POLK inh	RXFP1 antagonist	APEX1 inh	BLM helicase inh
Cc1cc(C)nc(/N=C2\NC(=O)CC(C(=O)O)N2c2ccc(Cl)cc2Cl)n1 (stereo not given)	-1%	-6%	-10%	-11%	15%	2%	-9	-4%	0%
COc1ccc(NC(=S)Nc2cccc(S(=O)(=O)N3CCCCC3)c2)cc1	-12%	-13%	-6%	26%	14%	-9%	2	15%	-4%
N#CC1=C(N)Oc2n[nH]c(-c3cccs3)c2C1C1C=CCCC1 (stereo not given)	-1%	?	3%	-8%	3%	-14%	2	-2%	-4%
Cc1ccc2nc(NC(=O)CSc3nccn3Cc3ccc(F)cc3)sc2c1	-9%	36%[activator]	-9%	3%	-26%	-6%[60.1 µM]	·	·	-10%
O=C(COC(=O)COc1ccc(Cl)cc1Cl)NC1CCS(=O)(=O)C1 (stereo not given)	-6%	·	-4%	·	13%	2%	-1	10%	·
CCCn1c(-c2ccc(S(=O)(=O)N3CCOCC3)cc2)csc1=Nc1ccc(OCC)cc1	-8%	272%[activator]	-8%	3%	-11%	-5%	·	·	-8%
CCCCC/C(=N\NC(=O)Nc1ccccc1)c1ccccc1	-5%	-12%	-2%	13%	11%	-8%	?	1%	-5%
COc1cccc(-c2c(C(=O)N/N=C/C3CC=CCC3)nnn2-c2nonc2N)c1 (stereo not given)	-6%	5%	6%	15%	-5%	-4%	15	-12%	0%
Cc1ccsc1C(=O)N1CCCC(N(C)Cc2ccccc2)C1 (stereo not given)	-5%	-14%	-19%	0%	104%[activator]	-6%	-12	36%	-2%
N[C@@H](Cc1ccc(O)cc1)c1nnc([C@H](CC(=O)O)NC(=O)C2CCNCC2)o1	-6%	1%	-5%	20%	?	2%	·	0%	4%
COc1cccc(CNC(=O)c2ccc(-c3nc(COc4ccccc4)c(C)o3)cc2)c1	-4%	-5%	-19%	0%	16%	-3%	·	·	-9%
O=C(Nc1ccc(S(=O)(=O)N2CCC(C(=O)NC3CCCCC3)CC2)cc1)c1ccco1	-4%	-8%	-13%	0%	-9%	-5%	6	-4%	-1%
CCC(Oc1cc(Cl)ccc1Cl)C(=O)NN1C(=O)C2C3CCC(C3=C(C)C)C2C1=O (stereo not given)	i	-19%	2%	1%	0%	-9%	-1	-6%	-1%
CCCOc1ccc(S(=O)(=O)NCc2ccc(OC)cc2)cc1	-3%	-20%	-17%	0%	1%	-3%	-15	0%	-4%
CCc1ccc(OCC(=O)NNC(=O)C2CCN(c3ncnc4sc(C)c(C)c34)CC2)cc1	0%	·	-15%	·	-24%	-9%	-14	-4%	·
CC(C)(C)OC(=O)N1CCC[C@H]1c1nnc(SCc2c(F)cccc2Cl)o1	-9%	-23%	?	1%	-7%	-10%	-12	-2%	0%
CC(C)C1Cc2c(sc(NC(=S)NC(=O)c3ccccc3)c2C#N)CO1 (stereo not given)	-6%	-9%	-13%	-1%	-10%	11%	-3	4%	5%
CCc1ccc(/C(C)=N/NC(=O)CNC(=O)/C=C/c2ccco2)cc1	14µM*	·	8.9µM*	·	5µM*	32µM*	-13	·	·
COc1ccc(C(=O)Cn2c(N3CCCCC3)nc3c2c(=O)n(C)c(=O)n3C)cc1OC	-5%	·	32%[activator]	·	-5%	-10%	12	·	·

Quoted from the results shown (13 entries):
SMILES	Tb PGK inh	Apoferritin bind	POLH inh	Pol beta inh	Pol iota inh	POLK inh	RXFP1 antagonist	APEX1 inh	BLM helicase inh
Cc1cc(C)nc(/N=C2\NC(=O)CC(C(=O)O)N2c2ccc(Cl)cc2Cl)n1 (stereo not given)	-1%	-6%	-10%	-11%	15%	2%	-9	-4%	0%
COc1ccc(NC(=S)Nc2cccc(S(=O)(=O)N3CCCCC3)c2)cc1	-12%	-13%	-6%	26%	14%	-9%	2	15%	-4%
N#CC1=C(N)Oc2n[nH]c(-c3cccs3)c2C1C1C=CCCC1 (stereo not given)	-1%	?	3%	-8%	3%	-14%	2	-2%	-4%
Cc1ccc2nc(NC(=O)CSc3nccn3Cc3ccc(F)cc3)sc2c1	-9%	36%[activator]	-9%	3%	-26%	-6%[60.1 µM]	·	·	-10%
O=C(COC(=O)COc1ccc(Cl)cc1Cl)NC1CCS(=O)(=O)C1 (stereo not given)	-6%	·	-4%	·	13%	2%	-1	10%	·
CCCn1c(-c2ccc(S(=O)(=O)N3CCOCC3)cc2)csc1=Nc1ccc(OCC)cc1	-8%	272%[activator]	-8%	3%	-11%	-5%	·	·	-8%
CCCCC/C(=N\NC(=O)Nc1ccccc1)c1ccccc1	-5%	-12%	-2%	13%	11%	-8%	?	1%	-5%
COc1cccc(-c2c(C(=O)N/N=C/C3CC=CCC3)nnn2-c2nonc2N)c1 (stereo not given)	-6%	5%	6%	15%	-5%	-4%	15	-12%	0%
Cc1ccsc1C(=O)N1CCCC(N(C)Cc2ccccc2)C1 (stereo not given)	-5%	-14%	-19%	0%	104%[activator]	-6%	-12	36%	-2%
N[C@@H](Cc1ccc(O)cc1)c1nnc([C@H](CC(=O)O)NC(=O)C2CCNCC2)o1	-6%	1%	-5%	20%	?	2%	·	0%	4%
COc1cccc(CNC(=O)c2ccc(-c3nc(COc4ccccc4)c(C)o3)cc2)c1	-4%	-5%	-19%	0%	16%	-3%	·	·	-9%
O=C(Nc1ccc(S(=O)(=O)N2CCC(C(=O)NC3CCCCC3)CC2)cc1)c1ccco1	-4%	-8%	-13%	0%	-9%	-5%	6	-4%	-1%
CCC(Oc1cc(Cl)ccc1Cl)C(=O)NN1C(=O)C2C3CCC(C3=C(C)C)C2C1=O (stereo not given)	i	-19%	2%	1%	0%	-9%	-1	-6%	-1%

Screens as filed in PubChem.
